# TRPC4 inh: inhibitors of mouse TRPC4 channel. Q9QUQ5. HEK293 TRPC4beta/mu-opioid, DAMGO-evoked Fluo4 calcium flux; active compounds read low. B-score at 10 µM. 300,000 compounds, 0.39% hits. AID 2247;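 active = B-score over 3 SD under the library average, no early fluorescence shift, positive overall ratio signal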
#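 Signal: kinetic Fluo4 fluorescence imaging of calcium influx. Material: stable TRPC4beta/mu-opioid receptor HEK293 cells. Probe or stimulus: DAMGO in two steps, submaximal then maximal.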
# TRPC4 PAM: allosteric potentiators of mouse TRPC4 channel; Q9QUQ5; HEK293 TRPC4beta/mu-opioid, DAMGO EC20, Fluo-4 Ca2+ flux; active compounds read high; B-score at 10 µM; 310,000 compounds, 0.42% hits; AID 2227;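 active = B-score of calcium response area above 5 SD of library B-scores, with initial fluorescence ratio within 5 SD of library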;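 also: B-score of integrated fluorescence ratio over time as area under calcium response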
# MrgX1 allo act: allosterically activates human MrgX1 receptor signaling | 310,000 compounds, 0.63% hits | B-score at 10 µM | MrgX1-HEK293, Fluo-4 calcium flux, FDSS; active compounds read high;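 active = plate-corrected calcium response at least 3 library SD above typical, normal starting fluorescence, not activating the receptor alone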;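 also: compound read alongside a low EC10 to EC30 dose of BAM8-22 agonist; peak minus trough fluorescence over baseline measured at the second addition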
# Target sequence (Q96LB2 whole entry, looked up): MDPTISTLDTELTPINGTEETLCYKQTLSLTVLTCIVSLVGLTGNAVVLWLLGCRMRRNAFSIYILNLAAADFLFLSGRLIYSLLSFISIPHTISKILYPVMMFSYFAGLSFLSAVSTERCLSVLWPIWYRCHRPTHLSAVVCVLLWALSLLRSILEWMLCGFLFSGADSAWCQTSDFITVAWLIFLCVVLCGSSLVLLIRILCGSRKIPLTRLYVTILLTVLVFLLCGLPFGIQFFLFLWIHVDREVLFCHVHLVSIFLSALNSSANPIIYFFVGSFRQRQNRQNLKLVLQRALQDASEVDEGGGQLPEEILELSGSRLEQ
# MrgX1 antag: antagonists of human MrgX1 receptor. Q96LB2. MRGX1-HEK293 calcium flux, Fluo-4, BAM8-22 antagonism; active compounds read low. B-score at 10 µM. 310,000 compounds, 1.3% hits;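 active = calcium-response B-score plate-corrected more than 3 library SD below zero, starting fluorescence within 5 deviations, no agonist response on first addition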;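 also: peak minus trough fluorescence over baseline after final BAM8-22 challenge near maximal dose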
# AI-2 QS modul: modulators of Vibrio harveyi AI-2 quorum sensing system; 300,000 compounds, 0.4% hits; AID 2094; Vibrio harveyi JMH597 AI-2 luminescence/OD600 ratio, 9 h; active compounds read low; strain lacks LuxN and CqsS sensors; 0 = neutral-control median; activity change, % at 7.5 µM; in the data active = activity change below about -75%, passing the limit was not always enough;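 also: luminescence divided by OD600 gain over 9 h not by final OD600 alone; inactives centre near 13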
# TRPC6 inhibitor: blocks the mouse TRPC6 cation channel | HEK293-TRPC6, membrane potential dye, ACh-evoked depolarization; active compounds read low | AID 2553 | B-score at 10 µM | 310,000 compounds, 1.1% hits;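 active = B-score under library mean minus 3 SD, initial fluorescence not abnormally high, positive integrated signal ratio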;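 also: B-score derived from integrated fluorescence ratio over the kinetic read; more negative B-score means stronger inhibition of depolarization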
# TRPC6 act: activates the mouse TRPC6 cation channel | Q61143 | 310,000 compounds, 0.13% hits | B-score at 10 µM | HEK293-TRPC6 membrane potential dye fluorescence; active compounds read high;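 active = B-score of the integrated fluorescence ratio above library mean plus 3 SD, and starting fluorescence ratio within library mean plus 5 SD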;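 also: higher score means more depolarization so channel activation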
# MrgX1 agonist: human MrgX1 receptor agonism, primary screen. Q96LB2. MrgX1-HEK293 cells, Fluo-4 calcium fluorescence, agonist mode; active compounds read high. B-score at 10 µM. 310,000 compounds, 0.44% hits;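 active = calcium response B-score plate-corrected fluorescence ratio at least 3 library SD, with starting fluorescence B-score inside 5 SD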
#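 Test system: HEK293 cells stably expressing human MrgX1 receptor; Input: fifteen thousand cells per well; Dosing: compound delivered in addition one of three; Schedule: overnight seeding, then 1 h dark dye loading; Technique: Fluo-4 NW calcium fluorescence; Measure: B-scored fluorescence response ratio; Controls: positive and negative controls per plate.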
# PolyA inhibitor: inhibitors of polyadenylation in S. cerevisiae; S. cerevisiae SKY197-pL101 polyadenylation reporter, beta-gal luminescence; efflux-impaired pdr1/pdr3 knockout yeast; score 100 = 6 SD above DMSO; calls only at 12 µM; 300,000 compounds, 0.02% hits;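 active = lowest replicate activity score at least 50, where 100 means six control SD above control mean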;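 also: yeast exposed to compound for 9 h at 30 °C; higher score means more reporter readthrough which indicates perturbed polyadenylation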
# HIF act: HIF pathway transcriptional activation; U2OS HRE-luciferase reporter, luminescence; normalized: DMSO 0%, desferrioxamine 100%; 300,000 compounds, 0.32% hits; activation, % at 7.5 µM (by protocol);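 active = mean activation of at least 10% of the iron chelator positive control signal, with at least half of replicates also reaching 10%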
# TRPC4 agonist: activators of mouse TRPC4 channel; AID 2237; B-score at 10 µM; HEK293 TRPC4beta/mu-opioid, Fluo4 calcium fluorescence; active compounds read high; 310,000 compounds, 0.49% hits; Q9QUQ5;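 active = B-score above 5 SD of library B-scores, and initial fluorescence ratio not above library mean plus 5 SD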;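 also: positive B-score marks a calcium rise read as TRPC4 activation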
#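 Material: HEK293 stable line with TRPC4beta plus mu-opioid receptor; technique: Fluo4 calcium-sensitive dye fluorescence, kinetic, 1 Hz baseline; timing: Fluo4 dye loading 45 min at room temperature, 110 s recording; controls: assay buffer as low control, maximal DAMGO as high control; read-out: integrated baseline-normalised fluorescence ratio, converted to per-well B score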
# * hit, by the source's call; i = inactive; / = no result given.
SMILES,TRPC4 inh,TRPC4 PAM,MrgX1 allo act,MrgX1 antag,AI-2 QS modul,TRPC6 inhibitor,TRPC6 act,MrgX1 agonist,PolyA inhibitor,HIF act,TRPC4 agonist
CCOC(=O)c1ccc(N=C(c2ccccc2)c2c(O)n(C)c(=O)n(C)c2=O)cc1,i,i,i,i,9.6,i,i,i,i,0.1,i
CC12CN3CN(C1)CC(c1ccccc1)(C3)C2=O,i,i,i,i,29.4,i,i,i,i,-0.3,i
CN1C(=O)c2ccccc2NC(=O)[C@]12O[C@@H]2c1ccccc1,i,i,i,i,-3.8,i,i,i,i,0.0,i
Cc1nn(CCC#N)c2c1P(=S)(N1CCCC1)OC(c1ccc(F)cc1)=N2 (centres undefined),i,i,i,i,3.3,i,i,i,i,/,i
CP(=O)(Nc1ccccc1)C(Cl)(Cl)Cl (centres undefined),i,i,i,i,27.6,i,i,i,i,-0.1,i
C(#CCN1CCCCC1)COCc1ccccc1,i,i,i,i,6.6,i,i,i,i,1.1,i
Cc1cccc(OP(=O)(Nc2cccnc2)Oc2cccc(C)c2)c1,i,11*,i,i,30.4,i,i,i,i,0.3,i
CC(=O)C1C2c3ccccc3O[C@@]1(C)N=c1s/c(=C/c3ccoc3)c(=O)n12 (some centres undefined),i,i,i,i,5.1,i,i,i,i,-0.1,i
CCC(=NCC1CCCO1)c1c(O)n(-c2ccccc2C)c(=O)[nH]c1=O (centres undefined),i,i,i,i,21.4,i,i,i,i,-0.4,i
COC(=O)CC1=C(C(=O)OC)C2(C(=O)N(C)c3ccccc32)C(C#N)=C(N)O1 (centres undefined),i,i,i,i,14.8,i,i,i,i,0.0,i
C=CCN1C(=O)C2(C(C(=O)OCC)=C(N)Oc3ccccc32)c2c1c1ccccc1oc2=O (centres undefined),i,i,23.8*,i,12.4,i,i,i,i,-0.4,i
Fc1ccc(CCNCc2cccc(Cl)c2)cc1,i,i,i,i,25.9,i,i,i,i,-0.6,i
O=C(O)c1[nH]c(=O)[nH]c(=O)c1F,i,i,i,i,19.4,i,i,i,/,0.3,i
CCOCCc1c(O)[nH]c(=S)[nH]c1=O,i,i,i,i,-2.5,i,i,i,i,-0.1,i
CCC(=NCc1cccnc1)c1c(O)n(-c2ccc(C)cc2)c(=O)[nH]c1=O,i,i,i,i,12.7,i,i,i,i,-0.3,i
COc1ccc(N2C(=O)/C(=C/c3cc(C)n(-c4ccc(C)cn4)c3C)C(=O)NC2=S)c(OC)c1,i,i,i,i,10.3,i,i,i,i,0.1,i
C=C1[C@@H](OC(C)=O)[C@]23C[C@@H]1[C@@H](OC(C)=O)CC2[C@]12C4C[C@H]3[C@H]1N(CC)C[C@]4(C)CC[C@@H]2O (some centres undefined),i,i,i,i,-3.2,i,i,i,i,0.2,i
O=C1CC(N2CCC(n3c(=O)[nH]c4ccccc43)CC2)C(=O)N1Cc1ccccc1 (centres undefined),i,i,i,i,11.5,i,i,i,i,-0.7,i
CCOC(=O)CNC(=O)CNC(=O)C(Cc1ccc(N(CCCl)CCCl)cc1)NC(C)=O (centres undefined),i,i,i,i,10.5,i,i,i,i,0.7,i
CCC(C)(C)n1nnnc1C(c1cccs1)N1CC=C(c2ccc(F)cc2)CC1 (centres undefined),i,i,i,i,48.4,i,i,i,i,0.0,i
CC[N+](C)(CC)CCCCOc1ccc2c(c1)C(=O)c1cc(OCCCC[N+](C)(CC)CC)ccc1-2,i,i,i,i,45.2,i,i,i,i,0.0,i
CC(=O)OC1CCC2(/C=N/O)C(=CCC3C4CCC(=O)C4(C)CCC32)C1 (centres undefined),i,i,i,i,11.0,i,i,i,i,-0.7,i
C[C@@H]1C(=O)O[C@@H]2[C@H](O)C34[C@@H]5OC(=O)C3(O[C@H]3OC(=O)[C@H](O)C34[C@H](C(C)(C)C)[C@H]5O)[C@@]12O (some centres undefined),i,i,i,i,36.7,i,i,i,i,-1.1,i
COC(=O)C1=C(c2cc3ccccc3s2)C[C@@H]2CC[C@H]1N2C(=O)N1CCC(O)CC1,i,i,i,i,19.3,i,i,i,i,-2.9,i
O=C1NC(=O)C(Sc2ccccc2[N+](=O)[O-])C(=O)N1,i,i,i,i,13.6,i,i,i,i,-0.3,i
Cn1c(O)c(C(=NCCc2c[nH]c3ccccc23)c2ccccc2)c(=O)n(C)c1=O,i,i,i,i,4.3,i,i,i,i,0.1,i
Cc1ccccc1N1C(=O)NC(=O)/C(=C/c2ccc(N3CCOCC3)o2)C1=O,i,i,i,i,-9.3,i,i,i,i,0.3,i
CCn1ccnc1CN1CCCC(C(=O)c2ccc(SC)cc2)C1 (centres undefined),i,i,i,i,24.9,-5.04*,i,i,i,-0.2,i
CCN1/C(=C\C=C\C2=[N+](CC)c3ccccc3C2(C)C)C(C)(C)c2ccccc21,i,i,i,i,48.6,i,i,i,i,-2.9,i
CC(=O)c1ccc(OC(=O)N(C)c2ccccc2)cc1,i,i,i,i,-3.0,i,i,i,i,0.7,i
O=c1[nH]c(=S)[nH]c(O)c1/C=N/N1CCOCC1,i,i,i,i,11.3,i,i,i,i,-0.3,i
CCOC(=O)C1(CCOc2ccccc2)CCN(Cc2ccccc2OC)CC1,i,i,i,i,15.3,i,i,i,i,-3.2,i
O=[N+]([O-])c1ccc(N2CCNCC2)cc1NCc1ccco1,i,i,i,i,3.9,i,i,i,i,-0.6,i
Cc1ccc(N2C(=O)NC(=O)/C(=C\c3cc(C)n(-c4sc5c(c4C#N)CCCC5)c3C)C2=O)cc1,i,i,i,i,35.5,i,i,i,i,0.0,i
COc1ccc(CC2(CCc3ccncc3)C(=O)NC(=O)NC2=O)cc1OC,i,i,i,i,10.4,i,i,i,i,0.2,i
CSCCC(N=Cc1c(O)n(-c2ccc(Br)cc2)c(=O)[nH]c1=O)C(=O)OC(C)(C)C (centres undefined),i,i,i,i,12.6,i,i,i,i,-0.1,i
CCN1C(=O)NC(=O)/C(=C\c2cn(CC(=O)N3CCCCC3C)c3ccccc23)C1=O (centres undefined),i,i,i,i,25.1,i,i,i,i,-0.6,i
CN(CC#CCN1CCCC1)C(=O)c1cccc(Cl)c1,i,i,i,i,27.0,i,i,i,i,0.6,i
O=C1C2CCCC1C(N1CCCC1)CC2 (centres undefined),i,i,i,i,-4.9,i,i,i,i,0.4,i
COc1ccccc1-n1c(-c2ccccc2Cl)nc2ccccc2c1=O,i,i,i,i,5.3,i,i,i,i,-0.5,i
CN(C)C(Cc1ccccc1)C(=O)c1ccccc1 (centres undefined),i,i,i,i,16.8,i,i,i,i,1.3,i
CC(C)N(Cc1ccco1)/N=C/c1c(O)n(Cc2ccccc2)c(=O)[nH]c1=O,i,i,i,i,13.6,i,i,i,i,-0.2,i
Cc1cc(C)cc(NC(=S)NC2CC3CCCC(C2)N3Cc2cccs2)c1 (centres undefined),i,i,i,i,15.9,i,i,i,i,-0.3,i
Cc1ccc(/C=C2\C(=O)NC(=O)N(CCc3ccc(F)cc3)C2=O)s1,i,i,i,i,/,i,i,i,i,-0.2,i
CCOC(=O)Cn1cc(C(=O)c2ccccc2)c2ccccc21,i,i,i,i,7.0,i,i,i,i,-1.8,i
COc1ccc(C(=O)C2CCCN(Cc3ccccn3)C2)c(OC)c1 (centres undefined),i,i,i,i,28.5,i,i,i,i,0.1,i
C=CCN1C(=O)NC(=O)/C(=C/c2cccn2C)C1=O,i,i,i,i,23.5,i,i,i,i,-0.1,i
Cn1c(O)c(/C=C/C=Nc2ccccc2)c(=O)n(C)c1=S,i,i,i,-8.54*,7.0,i,i,i,i,0.0,i
O=C1Nc2ccccc2Sc2ccccc21,i,i,i,i,28.1,i,i,i,i,-0.6,i
O=P(C(c1c[nH]c2ccccc12)N1CCOCC1)(N1CCOCC1)N1CCOCC1 (centres undefined),i,i,i,i,10.1,i,i,i,i,-12.0,i
CN1CC[C@@]2(C)c3cc(O)ccc3N(C)C2O1 (some centres undefined),i,i,i,i,39.4,i,i,i,i,-1.4,i
COc1ccc(Br)cc1CNCCc1ccc2c(c1)OCO2,i,i,i,i,2.5,i,i,i,i,0.3,i
Cc1cc(/C=C2/C(=O)NC(=O)N(c3ccc(Br)cc3)C2=O)c(C)n1C,i,i,i,i,7.5,i,i,i,i,0.2,i
O=C1NC(=O)C(=Cc2ccc(N3CCN(C(=O)c4ccccc4)CC3)c([N+](=O)[O-])c2)C(=O)N1,i,i,i,i,30.2,i,i,i,i,0.0,i
O=C1NC(=O)C(CCc2ccncc2)(C2CCCCC2)C(=O)N1,i,i,i,i,8.4,i,i,i,i,-0.2,i
CN1CCC(n2nccc2N)CC1,i,i,i,i,10.8,i,i,i,i,2.0,i
O=C1CN=C(c2ccc[nH]2)c2cc(Cl)ccc2N1,i,i,i,i,18.4,i,i,i,i,-29.4,i
O=C(Cc1ccccc1)NC(Oc1ccccc1Cl)C(Cl)(Cl)Cl (centres undefined),i,i,i,i,10.0,i,i,i,i,-0.7,i
Clc1ccccc1NC1=NCCCS1,i,i,i,i,-6.4,i,i,i,i,-0.1,i
C=C1C(=O)O[C@H]2C[C@@H](C)[C@@H]3C=CC(=O)[C@@]3(C)C[C@H]12,i,i,i,i,6.5,i,i,i,i,7.0,i
O=C(Cc1ccccc1)N1CCN(Cc2c[nH]c3ccccc23)CC1,i,i,i,i,8.5,i,i,i,i,0.5,i
CNC(=O)NC(O)C(Cl)(Cl)Cl (centres undefined),i,i,i,i,4.7,i,i,i,i,0.2,i

# 2 entries drawn at random from the list so far, as already listed:
SMILES,TRPC4 inh,TRPC4 PAM,MrgX1 allo act,MrgX1 antag,AI-2 QS modul,TRPC6 inhibitor,TRPC6 act,MrgX1 agonist,PolyA inhibitor,HIF act,TRPC4 agonist
CN(C)C(Cc1ccccc1)C(=O)c1ccccc1 (centres undefined),i,i,i,i,16.8,i,i,i,i,1.3,i
O=P(C(c1c[nH]c2ccccc12)N1CCOCC1)(N1CCOCC1)N1CCOCC1 (centres undefined),i,i,i,i,10.1,i,i,i,i,-12.0,i

# These rows are one share of the data (hit frequency here may not be typical).
